Screening data from PubChem BioAssay.
LDHA inh = LDHA (human) enzyme inhibition; P00338; purified LDHA, NADH/diaphorase-resazurin fluorescence; active compounds read low; activity change, % (values are at about 110 or 230 µM); 480,000 compounds, 0.15% hits; AID 1347041; in the data active = activity change below about -30%;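 also: plate controls were DMSO wells for no effect and wells without enzyme for full effect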
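Remaining NADH was detected by diaphorase (0.133 mg/mL) converting 37 µM resazurin to fluorescent resorufin, read at 0 and 20 minutes. The preceding 5-minute room-temperature reaction used 2 nM LDHA, 0.2 mM sodium pyruvate and 0.06 mM NADH at pH 7.4.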
The depositor's hits bear a star. These rows are one share of the data; rates above refer to the full screens.

LDHA inh,compound
-7,CC(c1nnc(-c2cccs2)o1)N(C)Cc1cccc(F)c1 (configuration not stated)
-1,N#C/C(=C/c1ccccc1OC(F)F)c1ccccn1
-4,CN(C(=O)CNc1cc(F)ccc1F)C1CCS(=O)(=O)C1 (configuration not stated)
0,Cc1ccc(C(=O)N/N=C2/CC(C)CC(C)(C)C2)c(C)c1 (configuration not stated)
-1,COc1ncccc1CNC(=O)Nc1nnc(C2CC2)s1
-4,c1ccc(CN(Cc2ccccc2)Cc2nnc(-c3cc4ccccc4[nH]3)o2)cc1
9,O=c1oc2ccccc2cc1S(=O)(=O)N1CCCCCC1
-5,CCOC(=O)c1c(NC(=O)C(CC)Oc2ccccc2)sc2c1CCCC2 (configuration not stated)
-16,O=C(Cn1c(-c2cscn2)nc2ccccc21)Nc1ccc(N2CCCCCC2)cc1
0,CSc1ccc(-c2nc(CSCC(=O)NCc3cccs3)c(C)o2)cc1

(more compounds)
LDHA inh,compound
-15,Cc1cccc(C(=O)NC2CCSC2=O)c1 (configuration not stated)
3,Cn1ccnc1SCC(=O)Nc1sc2c(c1C#N)CCC2
8,O=C(NCCNc1ncccn1)NCCNc1ncccn1
1,Cc1ccc(S(=O)(=O)NC(CO)C(=O)O)cc1 (configuration not stated)
9,COc1ccc(Nc2nc(COC(=O)c3ccc4c(c3)C(=O)N(C)C4=O)cs2)cc1
11,Cc1ccc(NCCCNc2ncccc2C#N)nc1
2,COc1cc(C2CC(=O)Nc3nc(-c4ccccc4)[nH]c(=O)c32)ccc1OCc1cccc(Cl)c1 (configuration not stated)
2,O=C(c1nc(-c2ccc(F)cc2)no1)N1CCN(c2ccc(Cl)c(Cl)c2)CC1
7,Cc1cc(C)c2nc(-c3ccccc3C)cc(C(=O)O)c2c1
-4,CCOc1ccc(C(=O)Nc2ccccc2N2CCN(C(=O)c3ccccc3)CC2)cc1

Other results follow.
LDHA inh,compound
-10,CCCCn1c(Br)nc2c1c(=O)[nH]c(=O)n2C
17,COP(=O)(OC)c1nc(-c2ccc(C)cc2)oc1N1CCOCC1
3,CC(=O)c1c(C)[nH]c(C(=O)CSc2cc(Cl)ccc2Cl)c1C
6,O=C(Nc1cccc(Cl)c1)C1CCCN(c2ncnc3nc[nH]c23)C1 (configuration not stated)
15,CCCCC(CC)C(=O)Nc1ccccc1F (configuration not stated)
-8,CCOC(=O)c1c(NC(=O)CCCN2CCCCC2)sc2c1CC(C)(C)OC2
-4,CCCn1nc(C(=O)NCc2ccccc2)c2ccccc2c1=O
-7,Cc1ccc2nc(-c3ccccc3)cc(C(=O)N3CCN(CC(=O)NC4CC4)CC3)c2c1
3,CN(c1ccccc1)S(=O)(=O)c1cccc(NC(=O)COC(=O)c2cc(=O)c3ccccc3o2)c1
6,CC(O)CNS(=O)(=O)c1ccc(C(C)(C)C)cc1 (configuration not stated)

(further entries)
LDHA inh,compound
-7,CC(=O)c1cccc(NC(=O)CSc2nnc3n(CC(C)C)c(=O)c4cc(F)ccc4n23)c1
-10,O=C(O)COc1ccc2cc(-c3ccc(OC(F)(F)F)cc3)c(=O)oc2c1
-3,CCNc1oc(-c2ccc(COc3cc(C)ccc3C)o2)nc1C#N
2,C1=C(c2cccs2)CC(c2cccs2)=NN=C1c1cccs1
0,CC(C)(C)c1cc(CCC#N)cc(C(C)(C)C)c1O
-5,Cc1ccc(-c2ocnc2C(=O)Nc2ccc(C(C)C)cc2)s1
11,CCOC(=O)c1ccc(-c2ccc(/C=C/C(=O)c3ccccc3)o2)cc1
-1,Cc1nc(SCC(=O)Nc2ccc(C#N)cc2)n(CC(C)C)c1C
-1,O=C(CS(=O)(=O)c1ccccc1)c1ccc(Br)cc1
-7,Cc1noc(C)c1-c1cccc(-c2nn3c(=O)cc(N4CCNCC4)nc3s2)c1

Ordered by heavy-atom count (ascending): five of the compounds above
LDHA inh,compound
0,CC(C)(C)c1cc(CCC#N)cc(C(C)(C)C)c1O
2,C1=C(c2cccs2)CC(c2cccs2)=NN=C1c1cccs1
-5,Cc1ccc(-c2ocnc2C(=O)Nc2ccc(C(C)C)cc2)s1
11,CCOC(=O)c1ccc(-c2ccc(/C=C/C(=O)c3ccccc3)o2)cc1
-7,CC(=O)c1cccc(NC(=O)CSc2nnc3n(CC(C)C)c(=O)c4cc(F)ccc4n23)c1

Other records.
LDHA inh,compound
9,N#Cc1nc(-c2ccc(Cl)cc2)oc1N1CCOCC1
0,CS(=O)(=O)c1cccc(C(=O)N2CCCCC2)c1
0,O=C(O)CCC(=O)Nc1ccc(S(=O)(=O)NCC(=O)c2ccccc2)cc1
2,CC(=O)N1N=C(c2ccc(F)cc2)CC1c1ccc2nccnc2c1 (configuration not stated)
0,O=C(O)c1cc2ccccc2o1
11,CCOC(=O)C(NC(=O)/C=C/c1cc(Cl)c(OC)c(OC)c1)C(=O)OCC
8,COc1cc(/C=C(/C#N)c2ccccn2)ccc1OCc1cccc(C(F)(F)F)c1
6,COc1ccc2c(C)c(CCC(=O)Nc3ccc(F)cc3)c(=O)oc2c1
-10,O=C(Nc1nnc(C2CC2)s1)c1cc(-c2ccncc2)nc2ccccc12
7,Cc1ccc(S(=O)(=O)N(CC(=O)N2CCc3ccccc3C2)Cc2c(F)cccc2Cl)cc1

Quoted from the listing:
Under LDHA inh, CCOc1ccc(C(=O)Nc2ccccc2N2CCN(C(=O)c3ccccc3)CC2)cc1 is listed with -4
Under LDHA inh, O=C(c1nc(-c2ccc(F)cc2)no1)N1CCN(c2ccc(Cl)c(Cl)c2)CC1 is listed with 2
Under LDHA inh, CN(C(=O)CNc1cc(F)ccc1F)C1CCS(=O)(=O)C1 (configuration not stated) is listed with -4
Under LDHA inh, COc1ccc(Nc2nc(COC(=O)c3ccc4c(c3)C(=O)N(C)C4=O)cs2)cc1 is listed with 9
Under LDHA inh, COc1cc(/C=C(/C#N)c2ccccn2)ccc1OCc1cccc(C(F)(F)F)c1 is listed with 8

Carrying on:
LDHA inh,compound
0,Cc1cn2c(/C=N/O)c(C)nc2s1
2,COc1ccc(-c2noc(CNC(=O)COc3cc(C)cc(C)c3C)n2)cc1
1,CC1=C(c2ccc(C(C)C)cc2)S(=O)(=O)N=C1N1CCC(C(=O)NC2CCCC2)CC1
1,CCOc1ccc(NC(=O)C2CCN(S(=O)(=O)Cc3ccc(F)cc3)CC2)cc1
8,CC1C(c2cccs2)=[N+]([O-])C(C)(c2ccc(Cl)cc2)N1O (configuration not stated)
7,Cc1cccc(NC(=O)N2CCCC2c2cccs2)c1C (configuration not stated)
13,CC(Sc1n[nH]c(-c2cccs2)n1)C(=O)Nc1ccc(F)cc1F (configuration not stated)
9,Nc1nc(CN2CCN(C(=O)c3ccc(F)cc3F)CC2)nc2ccccc12
6,O=C(Nc1ccccc1F)C1C(c2ccccc2)C1(Cl)Cl (configuration not stated)
-4,CCC(CC)C(=O)NC1CC(=O)N(c2ccc(OC)c(OC)c2)C1 (configuration not stated)

Next part
LDHA inh,compound
-7,CC(=O)NCCNC(=O)CCc1nc(-c2ccccc2)c(-c2ccccc2)o1
-7,CC(c1nc(-c2cccs2)no1)N(C)Cc1ccc(F)cc1F (configuration not stated)
-7,Cc1cc(Cl)ccc1Oc1ccc(S(=O)(=O)N2CCCC2)cn1
2,Cc1ccc(S(=O)(=O)C(CC(=O)c2ccc(F)cc2)c2cccs2)cc1 (configuration not stated)
7,O=C(Nc1c(NC2CCCC2)c2ccccc2oc1=O)C1CC1
-3,O=S(=O)(Nc1ccc(Cl)c(N2CCCS2(=O)=O)c1)c1ccccc1
-6,Cn1c(=O)c2c(nc(NCC(O)c3ccccc3)n2C)n(C)c1=O (configuration not stated)
9,CC(=O)c1sc(NC(=O)c2nn(CC(C)C)c(=O)c3ccccc23)nc1C
-3,N#CN1CCC(NS(=O)(=O)c2cccc(F)c2)C1 (configuration not stated)
-4,Cc1cccc(-c2cc(Nc3ccc(C(=O)N(C)Cc4ccccc4)cc3)ncn2)c1

Remaining list, next part:
LDHA inh,compound
-20,CC(C)NC(=O)NC(=O)CSc1nc2ccccc2c(=O)n1-c1ccccc1Cl
-9,Cc1ccc(NC(=O)Nc2c(NC3CCCCC3)c3ccccc3oc2=O)cc1
-23,CC(=O)N1CCC(C(=O)Nc2ccc(Br)cc2)CC1
-5,O=C(NC(Cc1ccccc1)C(=O)N1CCN(c2ccccc2)CC1)c1cccs1 (configuration not stated)
4,CCN(CC)CC1CCN(C(=O)c2ccc3cc[nH]c3c2)CC1
5,Cc1cc2nc(C)n(CCOc3ccccc3)c2cc1C
0,C=C(CS(=O)(=O)c1ccc2ccccc2c1)c1ccccc1
5,Cc1nc(Cc2nn3c(-c4ccccc4)nnc3s2)cs1
1,C=CCn1c(SCc2cccc(C)c2)nc2c1c(=O)n(C)c(=O)n2C
14,Cn1nnnc1Sc1ccc(S(=O)(=O)N2CCCCC2)cn1

Other entries
LDHA inh,compound
6,CC1CCN(S(=O)(=O)c2ccc(-c3nc(C#N)c(NCCCn4ccnc4)o3)cc2)CC1
5,O=C(COc1ccccc1-c1noc(-c2cccc(Cl)c2)n1)N1CCCCCC1
5,COc1ccc(-c2ccc(=O)n(CCNC(=O)Cc3ccc(Cl)cc3)n2)cc1
-5,N#CCOc1ccc2c(=O)c(-c3ccccc3)c(C(F)(F)F)oc2c1
0,CC(Oc1ccccc1)c1nc(-c2cccc(Br)c2)no1 (configuration not stated)
2,Cc1cc(SCC(=O)NCC(C)C)nc2ccccc12
1,CC(C)(C)SCC(=O)NN=C(c1ccccc1)c1ccccc1
2,CC(CCC(=O)O)(NC(=O)Cc1ccccc1)C(=O)O (configuration not stated)
6,C/C(=N/Nc1ccc(S(=O)(=O)Nc2ccc(C)cc2C)cc1[N+](=O)[O-])c1ccc(C)c([N+](=O)[O-])c1
2,Cc1ccc2oc(SCc3noc(CCC(=O)Nc4ccc(C(F)(F)F)cc4)n3)nc2c1

Additional compounds follow:
LDHA inh,compound
6,Cc1ccc(S(=O)(=O)N(Cc2ccc(C#N)cc2)c2nc3nc(C)cc(C)n3n2)cc1
10,CC(=O)Nc1ccc(C(=O)N(CCc2ccccc2)Cc2cccs2)s1
-5,Cc1c(C#N)c(N)nc2c3c(sc12)NC(=O)CC3c1c(F)cccc1Cl (configuration not stated)
7,CCOC(=O)c1ccc(NC(=O)c2sc3nc(-c4ccc(F)cc4)cn3c2C)cc1
6,O/N=C/c1cn(-c2ccccc2)nc1-c1ccncc1
1,CNC(=O)CN(C)Cc1coc(-c2ccc(C)cc2)n1
0,O=C(Nc1ccc2oc(-c3cccc(Cl)c3)nc2c1)c1ccc(F)cc1
-6,O=C(O)CCc1oc2cc(O)ccc2c(=O)c1-c1nc2ccccc2[nH]1
-8,CC(NC(=O)c1cccs1)C(=O)NCc1cccnc1 (configuration not stated)
7,COc1ccc(CNc2nc(-c3ccco3)nn2S(=O)(=O)c2ccc(C)cc2)cc1OC

New compounds follow
LDHA inh,compound
5,CC1(C)CC(NC(=S)Nc2ccccc2)CC(C)(CNC(=S)Nc2ccccc2)C1 (configuration not stated)
9,O=C(CNc1ccc(F)c(Cl)c1)Nc1cc(Cl)ccc1-n1cncn1
0,O=C(O)C/C(=C/c1ccc(Cl)s1)c1nc2ccccc2o1
3,O=c1cc(-c2ccccc2F)oc2ccc(F)cc12
-7,Clc1ccc(-c2nc(N3CCCC3)c3ccccc3n2)c(Cl)c1
-5,CCOc1ccc(NC(=O)CSC2=C(C#N)C(c3ccc(Cl)cc3)C3=C(CCCC3=O)N2)cc1 (configuration not stated)
-1,O=C(NCC1(c2ccccc2)CC1)c1ccc(S(=O)(=O)N2CCOCC2)cc1
-14,COc1ccc(NC(=O)C(C(=O)Nc2ccc(OC)cc2)C23CC4CC(CC(C4)C2)C3)cc1
-2,Cc1ccc(CN(CCc2ccccc2)C(=O)c2cccc(C#N)c2)s1
-3,C=C(C)Cn1c(Br)nc2c1c(=O)n(C)c(=O)n2C

(cont.)
LDHA inh,compound
-12,Cc1ccc(C(CNc2oc(C(C)(C)C)nc2C#N)N2CCOCC2)cc1 (configuration not stated)
7,CCc1ccccc1NC(=O)c1ccccc1SCc1cccs1
16,CCCc1ccc(C(=O)NC2CCSC2=O)cc1 (configuration not stated)
1,Cc1cc(Br)ccc1NC(=O)C(C)C
0,Cc1ccc(C)c(OCC(O)Cn2cnc3ncccc3c2=O)c1 (configuration not stated)
10,Cc1c(CC(=O)NCc2ccc(F)cc2)c(=O)oc2c(C)c(O)ccc12
3,CCOc1ccc(NC(=O)/C=C/c2ccccc2)cc1
1,CCOC(=O)c1noc2nc(C)nc(Nc3cccc(C(F)(F)F)c3)c12
4,CSCCCNC(=S)NC1CC(C)(C)NC(C)(C)C1
-1,CC(=O)N1c2ccccc2NC2=C(C(=O)CCC2)C1c1ccccc1 (configuration not stated)

New compounds follow
LDHA inh,compound
1,COCCn1cnc2c1c(=O)n(CC(O)COc1ccc(C(C)(C)C)cc1C)c(=O)n2CC(C)C (configuration not stated)
-1,N#CC1(C(N)=O)C(c2ccccc2)CC(=O)CC1c1ccccc1 (configuration not stated)
6,O=C(COc1ccccc1F)Nc1ccc2oc(-c3ccc(F)cc3)nc2c1
0,O=c1oc2ccc3ccccc3c2cc1-c1csc(Nc2ccccc2F)n1
-7,Cc1ccc2c(=O)cc(C(=O)Nc3ccc(S(=O)(=O)N4CCCC(C)C4)cc3)oc2c1 (configuration not stated)
9,Cc1ccc(CNCC2CCNCC2)s1
2,COCCn1c(SCc2ccccc2F)nnc1-c1ccccc1
3,COc1cccc(C(=O)n2nc(-c3ccco3)nc2NCc2ccc(C(C)C)cc2)c1
0,COc1ccccc1OCCC(=O)NC12CC3CC(CC(C3)C1)C2
1,Cc1ccc(C(=O)NC(C)c2nc(-c3ccc(Cl)cc3)no2)cc1 (configuration not stated)

Going on with the list:
LDHA inh,compound
-6,COc1cccc(CCC(=O)Nc2nc(C)c(C(C)=O)s2)c1OC
5,NC(=O)C1CCN(C(=O)C2CCN(S(=O)(=O)Cc3c(F)cccc3Cl)CC2)CC1
6,c1ccc(-c2nc(-c3ccc4c(c3)OCCCO4)cs2)nc1
-18,CC(C)=CC(=O)Nc1ccc2c(c1)Cc1ccccc1-2
-5,COc1ccc(CNC(=O)Cc2cccc(C(F)(F)F)c2)cc1OC

Random excerpt: 2 compounds from above
LDHA inh,compound
-18,CC(C)=CC(=O)Nc1ccc2c(c1)Cc1ccccc1-2
-5,COc1ccc(CNC(=O)Cc2cccc(C(F)(F)F)c2)cc1OC
